CRFBP-R2 agonist: CRF-BP/CRF-R2 complex agonism; HEK293 CRF-R2/CRF-BP, calcium dye fluorescence (FLIPR); percent of saturating CRF peptide response; activation, % at 13.2 µM; 350,000 compounds, 0.46% hits; AID 588473;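 active = activation of at least 50%, plus an integration ratio under a set limit after plate pattern correction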;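 note: plate controls were neutral control wells without compound for no effect and CRF at EC100 for full effect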
CHRM4 agonist: agonists of human muscarinic M4 receptor (CHRM4); P08173; CHO-K1 hM4/Gqi5, Fluo-8 calcium fluorescence; vehicle 0%, full acetylcholine response 100%; activation, % at 3 µM; 360,000 compounds, 0.14% hits; AID 624127;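 active = activation above the run mean over all test wells plus 3 SD, cut at about 32% in these data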;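 note: peak over basal fluorescence ratio per well then scaled between controls; 0% = DMSO wells and 100% = acetylcholine at EC100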
Target sequence (P08173 whole entry, looked up): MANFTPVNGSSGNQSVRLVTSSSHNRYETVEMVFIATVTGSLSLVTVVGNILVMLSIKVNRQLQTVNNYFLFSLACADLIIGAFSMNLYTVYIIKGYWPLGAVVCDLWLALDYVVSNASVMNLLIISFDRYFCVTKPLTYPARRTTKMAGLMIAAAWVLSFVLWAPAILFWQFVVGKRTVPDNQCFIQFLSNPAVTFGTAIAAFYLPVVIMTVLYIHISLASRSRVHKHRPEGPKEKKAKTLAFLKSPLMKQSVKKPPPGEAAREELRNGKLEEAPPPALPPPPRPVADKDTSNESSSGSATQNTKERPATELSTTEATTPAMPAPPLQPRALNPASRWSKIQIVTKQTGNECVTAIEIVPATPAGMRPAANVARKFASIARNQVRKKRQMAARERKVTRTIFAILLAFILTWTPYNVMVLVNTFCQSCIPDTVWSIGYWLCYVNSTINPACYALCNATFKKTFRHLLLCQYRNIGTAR
CHRM5 agonist: CHRM5 agonism in calcium assay; AID 624037; CHO-K1 hM5 cells, Fluo-8 calcium fluorescence; 0% DMSO wells, 100% maximal acetylcholine response; 360,000 compounds, 0.19% hits; P08912; activation, % at 3 µM;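 active = activation above the run's mean over test compounds plus 3 SD, cut at about 23% in these data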;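 note: signal is peak over basal fluorescence ratio across the kinetic read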
Target sequence (P08912 whole entry, looked up): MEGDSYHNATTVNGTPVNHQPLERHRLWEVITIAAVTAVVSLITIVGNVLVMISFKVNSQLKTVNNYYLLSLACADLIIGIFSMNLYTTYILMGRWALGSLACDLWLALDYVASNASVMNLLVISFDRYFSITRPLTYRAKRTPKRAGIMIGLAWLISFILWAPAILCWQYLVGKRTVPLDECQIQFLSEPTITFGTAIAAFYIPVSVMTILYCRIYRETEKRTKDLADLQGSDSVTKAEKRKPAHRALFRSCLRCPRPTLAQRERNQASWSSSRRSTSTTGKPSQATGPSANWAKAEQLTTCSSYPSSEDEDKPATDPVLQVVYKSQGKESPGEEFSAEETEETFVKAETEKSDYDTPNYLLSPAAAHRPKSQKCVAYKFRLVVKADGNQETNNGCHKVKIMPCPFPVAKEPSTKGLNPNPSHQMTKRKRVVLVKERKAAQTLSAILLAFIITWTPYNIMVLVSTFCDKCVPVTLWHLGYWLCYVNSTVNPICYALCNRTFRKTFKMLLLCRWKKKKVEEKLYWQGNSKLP
M4 antag: blocks acetylcholine activation of human M4 receptor | P08173 | CHO-hM4 cells, ACh EC80, Fluo-8 calcium fluorescence | inhibition, % at 3 µM | 360,000 compounds, 0.73% hits;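 active = inhibition above its plate's cutoff, the mean inhibition of sample wells plus 3 SD, cut at about 27% in these data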;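 note: 0% = acetylcholine EC80 with DMSO and 100% = DMSO without agonist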
CHRM1 antagonist: antagonists of human M1 muscarinic receptor | P11229 | CHO-K1 hM1, Fluo-8 calcium fluorescence, ACh EC80 antagonist | inhibition, % at 3 µM | 360,000 compounds, 1.3% hits | AID 588852;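 active = percent inhibition above its own plate's cutoff, namely the mean of that plate's compound wells plus 3 SD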;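 note: peak over basal fluorescence ratio during 140 s after agonist addition; 0% = ACh EC80 plus DMSO and 100% = DMSO alone without agonist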
CHRM5 antagonist: antagonists of human muscarinic M5 receptor (CHRM5); P08912; CHO-hM5 cells, Fluo-8 calcium fluorescence, ACh EC80; inhibition, % at 3 µM; 360,000 compounds, 0.59% hits; AID 624040;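 active = inhibition above a per-plate cutoff, the mean of that plate's test compounds plus 3 SD, cut at about 27% in these data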;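 note: 0% = acetylcholine EC80 with DMSO and 100% = DMSO without agonist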
M4 PAM: positive allosteric modulators of human muscarinic M4 receptor; 360,000 compounds, 0.4% hits; P08173; activation, % at 3 µM; CHO-K1 hM4/Gqi5, Fluo-8 calcium fluorescence, ACh EC20; 0% = ACh EC20, 100% = maximal ACh;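 active = activation above its plate's cutoff, the mean activation of sample wells plus 3 SD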; note: some results filed as inactive read as strong as hits
CHRM5 PAM: potentiates acetylcholine response at human M5 receptor; CHO-K1 hM5, Fluo-8 calcium, ACh EC20 PAM; 0% = ACh EC20, 100% = ACh EC100; activation, % at 3 µM; 360,000 compounds, 0.3% hits; AID 624038;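 active = activation above the run cutoff, the mean activation of all test compounds plus 3 SD, cut at about 18% in these data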
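System – CHO-K1 hM5 cells · Compound – 3 µM, single dose · Incubation – compound preincubation 140 s before EC20 acetylcholine addition · Technique – Fluo-8 calcium fluorescence · Measure – Max/basal fluorescence ratio as % of EC20–EC100 ACh window · Benchmarks – low control EC20 acetylcholine (0%), high control EC100 acetylcholine (100%) · Replication – singlicate, one well per test compound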
M1 PAM: potentiates human M1 receptor response to acetylcholine; P11229; CHO-K1 hM1, Fluo-8 calcium fluorescence, ACh EC20; 0% = ACh EC20, 100% = maximal ACh; activation, % at 3 µM; 360,000 compounds, 0.088% hits; AID 588819; in the data active = activation above about 19%, passing the limit was not always enough
The depositor's hits bear a star.

For COc1ccc(C(=O)CCc2nc3ccccc3s2)cc1 the results were CRFBP-R2 agonist -1.2, CHRM4 agonist -1, CHRM5 agonist -2, M4 antag 2, CHRM1 antagonist -8, CHRM5 antagonist 4, M4 PAM 9, CHRM5 PAM -2 and M1 PAM 8.
CC(=O)N1C(=O)NC(c2ccccc2)=C([N+](=O)[O-])C1c1ccccc1 (stereo not given) was read as CRFBP-R2 agonist -0.3, CHRM4 agonist -1, CHRM5 agonist 1, M4 antag 5, CHRM1 antagonist -1, CHRM5 antagonist 8, M4 PAM 3, CHRM5 PAM -3 and M1 PAM 2.
CCOC(=O)c1c(-c2ccc(F)cc2)csc1NC(=O)CCN1CCOCC1 was read as CRFBP-R2 agonist 0.1, CHRM4 agonist -1, CHRM5 agonist -5, M4 antag -12, CHRM1 antagonist 5, CHRM5 antagonist 2, M4 PAM -3, CHRM5 PAM -4 and M1 PAM 0.
`COc1ccc(N2CCN(CCCNC(=O)C3CCC(CNc4nc(=S)[nH]c5ccccc45)CC3)CC2)cc1` (stereo not given) gave CRFBP-R2 agonist -2.3, CHRM4 agonist 10, CHRM5 agonist -2, M4 antag -10, CHRM1 antagonist -3, CHRM5 antagonist 4, M4 PAM -13, CHRM5 PAM -5 and M1 PAM 4.
Screening CCCc1[nH]c(=O)c(C#N)c2c1COC(C)(C)C2 returned CRFBP-R2 agonist -1.8, CHRM4 agonist 0, CHRM5 agonist -2, M4 antag -3, CHRM1 antagonist 2, CHRM5 antagonist 4, M4 PAM 5, CHRM5 PAM -3 and M1 PAM -1.
For O=C(NC(=S)Nc1cnc2ccccc2c1)c1ccccc1 the results were CRFBP-R2 agonist 1.4, CHRM4 agonist -1, CHRM5 agonist -2, M4 antag -11, CHRM1 antagonist -1, CHRM5 antagonist 5, M4 PAM 10, CHRM5 PAM 1 and M1 PAM 6.
For CCOC(=O)c1ccc(NC(=S)NC(=O)c2nn(CC)cc2Br)cc1 the results were CRFBP-R2 agonist -0.4, CHRM4 agonist 1, CHRM5 agonist 2, M4 antag 16, CHRM1 antagonist -2, CHRM5 antagonist -2, M4 PAM -5, CHRM5 PAM -1 and M1 PAM 9.
CCc1ccc2c(c1)C(NC(C)=O)C(=O)N2CC (stereo not given) was read as CRFBP-R2 agonist -0.8, CHRM4 agonist 0, CHRM5 agonist -1, M4 antag -25, CHRM1 antagonist -3, CHRM5 antagonist -2, M4 PAM 7, CHRM5 PAM -2 and M1 PAM 2.
CCOC(=O)CC(NC(=O)CCc1c(C)nc2ncnn2c1C)c1ccc(OC(C)C)cc1 (stereo not given) was read as CRFBP-R2 agonist -2.6, CHRM4 agonist 0, CHRM5 agonist -3, M4 antag 2, CHRM1 antagonist -10, CHRM5 antagonist 2, M4 PAM 1, CHRM5 PAM -2 and M1 PAM 13.
Screening Cc1nnc(NC(=O)CSc2nnc(CNC(=O)c3ccccc3)n2-c2ccccc2)s1 returned CRFBP-R2 agonist 3.2, CHRM4 agonist 3, CHRM5 agonist 2, M4 antag -6, CHRM1 antagonist -15, CHRM5 antagonist 2, M4 PAM 5, CHRM5 PAM -1 and M1 PAM 11.

3 records drawn at random from the list so far, as already listed:
CCOC(=O)c1c(-c2ccc(F)cc2)csc1NC(=O)CCN1CCOCC1 was read as CRFBP-R2 agonist 0.1, CHRM4 agonist -1, CHRM5 agonist -5, M4 antag -12, CHRM1 antagonist 5, CHRM5 antagonist 2, M4 PAM -3, CHRM5 PAM -4 and M1 PAM 0.
For COc1ccc(C(=O)CCc2nc3ccccc3s2)cc1 the results were CRFBP-R2 agonist -1.2, CHRM4 agonist -1, CHRM5 agonist -2, M4 antag 2, CHRM1 antagonist -8, CHRM5 antagonist 4, M4 PAM 9, CHRM5 PAM -2 and M1 PAM 8.
For O=C(NC(=S)Nc1cnc2ccccc2c1)c1ccccc1 the results were CRFBP-R2 agonist 1.4, CHRM4 agonist -1, CHRM5 agonist -2, M4 antag -11, CHRM1 antagonist -1, CHRM5 antagonist 5, M4 PAM 10, CHRM5 PAM 1 and M1 PAM 6.

The list continues:
`COc1cc(/C=N/NC(N)=O)ccc1OC(=O)c1cccs1` gave CRFBP-R2 agonist -1.5, CHRM4 agonist 0, CHRM5 agonist 0, M4 antag -13, CHRM1 antagonist -15, CHRM5 antagonist 7, M4 PAM 4, CHRM5 PAM 2 and M1 PAM 9.
CC(C)CCCCCCCCCCCCC(=O)NCC(=O)NC1C(C)OC(Nc2ncnc3nc[nH]c23)C(O)C1O (stereo not given) was read as CRFBP-R2 agonist -0.6, CHRM4 agonist 0, CHRM5 agonist -5, M4 antag -1, CHRM1 antagonist -18, CHRM5 antagonist 5, M4 PAM 7, CHRM5 PAM -7 and M1 PAM 9.
For O=C(CCNC(=O)C1CCN(S(=O)(=O)c2ccccc2)CC1)NCc1ccc(Cl)cc1 the results were CRFBP-R2 agonist -0.1, CHRM4 agonist 1, CHRM5 agonist -1, M4 antag 6, CHRM1 antagonist -6, CHRM5 antagonist -9, M4 PAM 4, CHRM5 PAM 1 and M1 PAM 4.
For Cc1nn(C)c(C)c1CNC(=O)/C=C/c1ccccc1F the results were CRFBP-R2 agonist -5.2, CHRM4 agonist 3, CHRM5 agonist 2, M4 antag -2, CHRM1 antagonist -2, CHRM5 antagonist 2, M4 PAM 6, CHRM5 PAM -2 and M1 PAM 6.
Cc1c(C(=O)NCc2ccco2)oc2c(F)cccc12 was read as CRFBP-R2 agonist -1.7, CHRM4 agonist 1, CHRM5 agonist -3, M4 antag 3, CHRM1 antagonist 6, CHRM5 antagonist -3, M4 PAM -6, CHRM5 PAM -3 and M1 PAM -2.
Screening COc1ccccc1Cn1c(SCC(N)=O)nc2c(oc3ccccc32)c1=O returned CRFBP-R2 agonist -0.9, CHRM4 agonist 6, CHRM5 agonist 2, M4 antag 3, CHRM1 antagonist -5, CHRM5 antagonist 10, M4 PAM -5, CHRM5 PAM -6 and M1 PAM 9.
CC(C)NC(=O)NC(=O)COC(=O)c1ccccc1F was read as CRFBP-R2 agonist -0.2, CHRM4 agonist 0, CHRM5 agonist -1, M4 antag 0, CHRM1 antagonist -1, CHRM5 antagonist -3, M4 PAM 10, CHRM5 PAM 5 and M1 PAM 2.
For CCn1c2ccc(C)cc2c2nc3cc(C(=O)O)ccc3nc21 the results were CRFBP-R2 agonist 0.7, CHRM4 agonist 8, CHRM5 agonist -3, M4 antag 0, CHRM1 antagonist 3, CHRM5 antagonist -1, M4 PAM -15, CHRM5 PAM -8 and M1 PAM -3.
`Cc1ccc(C(=O)NCC(C)(C)N2CCOCC2)s1` gave CRFBP-R2 agonist 0.4, CHRM4 agonist 0, CHRM5 agonist -3, M4 antag 6, CHRM1 antagonist -18, CHRM5 antagonist 4, M4 PAM -3, CHRM5 PAM -2 and M1 PAM 4.
Screening CCOc1ccc(NC(=O)c2cc3c(=O)n(C)c4ccccc4c3n2C)cc1 returned CRFBP-R2 agonist -0.1, CHRM4 agonist 1, CHRM5 agonist 4, M4 antag -1, CHRM1 antagonist 3, CHRM5 antagonist -2, M4 PAM 3, CHRM5 PAM 0 and M1 PAM 1.
For Cc1cccc2c(=O)oc(-c3ccccc3Cl)nc12 the results were CRFBP-R2 agonist -1.1, CHRM4 agonist 1, CHRM5 agonist 1, M4 antag -1, CHRM1 antagonist -17, CHRM5 antagonist -2, M4 PAM 7, CHRM5 PAM 0 and M1 PAM 10.
Screening CCCC(=O)Nc1ccc(-c2csc(-c3cccnc3)n2)cc1 returned CRFBP-R2 agonist 0.0, CHRM4 agonist 4, CHRM5 agonist 0, M4 antag -8, CHRM1 antagonist -10, CHRM5 antagonist 1, M4 PAM -2, CHRM5 PAM 2 and M1 PAM 2.
`COc1ccc(Cl)cc1NC(=O)CN(C)C1CCCCC1` gave CRFBP-R2 agonist 0.9, CHRM4 agonist -1, CHRM5 agonist -13, M4 antag 2, CHRM1 antagonist 11, CHRM5 antagonist -2, M4 PAM -1, CHRM5 PAM -8 and M1 PAM -8.
Screening CN1CCOc2cc(S(=O)(=O)Nc3ccc(F)cc3)ccc21 returned CRFBP-R2 agonist 1.2, CHRM4 agonist 8, CHRM5 agonist 2, M4 antag 2, CHRM1 antagonist -16, CHRM5 antagonist 0, M4 PAM 4, CHRM5 PAM -8 and M1 PAM -3.
Screening COc1ccc(-c2cn(-c3ccccc3)nc2CO)cc1 returned CRFBP-R2 agonist -1.8, CHRM4 agonist 9, CHRM5 agonist 1, M4 antag -21, CHRM1 antagonist 3, CHRM5 antagonist -5, M4 PAM 4, CHRM5 PAM 2 and M1 PAM 0.
COCCN(C(=O)COC(=O)/C=C/c1ccc2c(c1)OCO2)c1c(N)n(Cc2ccccc2)c(=O)[nH]c1=O was read as CRFBP-R2 agonist 0.3, CHRM4 agonist -1, CHRM5 agonist 1, M4 antag 2, CHRM1 antagonist -5, CHRM5 antagonist 4, M4 PAM 3, CHRM5 PAM 1 and M1 PAM 2.
Cc1cc(C)n2nc(SCC(=O)N3CCCC(C)C3)nc2n1 (stereo not given) was read as CRFBP-R2 agonist -1.4, CHRM4 agonist 0, CHRM5 agonist -2, M4 antag 6, CHRM1 antagonist -1, CHRM5 antagonist 17, M4 PAM -1, CHRM5 PAM -4 and M1 PAM -2.
For CO/N=C/c1ccc(N2CCN(C(=O)c3ccc(Cl)cc3Cl)CC2)c([N+](=O)[O-])c1 the results were CRFBP-R2 agonist 4.5, CHRM4 agonist 31, CHRM5 agonist 18, M4 antag 40*, CHRM1 antagonist 24*, CHRM5 antagonist 23, M4 PAM -30, CHRM5 PAM -16 and M1 PAM -9.
CN(c1ccccc1)S(=O)(=O)c1ccc(NC(=O)C2CC2)cc1 was read as CRFBP-R2 agonist 0.4, CHRM4 agonist 4, CHRM5 agonist 1, M4 antag 14, CHRM1 antagonist 7, CHRM5 antagonist 15, M4 PAM -7, CHRM5 PAM -3 and M1 PAM -4.
Screening Cc1nc2ccccc2c(=O)n1/N=C/c1ccc(F)cc1 returned CRFBP-R2 agonist -1.1, CHRM4 agonist 2, CHRM5 agonist -3, M4 antag -4, CHRM1 antagonist -13, CHRM5 antagonist -1, M4 PAM 5, CHRM5 PAM 5 and M1 PAM 7.
`Cc1ccc(-c2nc3cnccn3c2Nc2ccc3c(c2)OCO3)cc1` gave CRFBP-R2 agonist -0.4, CHRM4 agonist 0, CHRM5 agonist 3, M4 antag -8, CHRM1 antagonist -6, CHRM5 antagonist -2, M4 PAM -3, CHRM5 PAM -8 and M1 PAM 0.
Screening CCc1ccccc1NS(=O)(=O)c1ccc2[nH]cc(C(=O)NCc3ccco3)c(=O)c2c1 returned CRFBP-R2 agonist 1.0, CHRM4 agonist 0, CHRM5 agonist -4, M4 antag 5, CHRM1 antagonist -6, CHRM5 antagonist 7, M4 PAM -4, CHRM5 PAM 8 and M1 PAM 2.
For CCOC(=O)C1CCN(C(=O)c2cc(C)n(C(C)(C)C)n2)CC1 the results were CRFBP-R2 agonist 5.0, CHRM4 agonist 1, CHRM5 agonist 3, M4 antag 3, CHRM1 antagonist -13, CHRM5 antagonist 8, M4 PAM -3, CHRM5 PAM -4 and M1 PAM 4.

Source: PubChem (several laboratories)
